OXTR ag – human OXTR agonism; 320,000 tested, 0.32% active; activation, % at 3 µM; AID 2435; CHO-OTR cells, Fluo-8 calcium fluorescence; normalized: DMSO 0%, oxytocin 100%;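 active = activation above the mean of all tested compounds plus 3 SD, cutoff set per screening run, cut at about 20% in these data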;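 note: peak over basal fluorescence ratio from a 100 s FLIPR kinetic read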
Target sequence (P30559 whole entry, looked up): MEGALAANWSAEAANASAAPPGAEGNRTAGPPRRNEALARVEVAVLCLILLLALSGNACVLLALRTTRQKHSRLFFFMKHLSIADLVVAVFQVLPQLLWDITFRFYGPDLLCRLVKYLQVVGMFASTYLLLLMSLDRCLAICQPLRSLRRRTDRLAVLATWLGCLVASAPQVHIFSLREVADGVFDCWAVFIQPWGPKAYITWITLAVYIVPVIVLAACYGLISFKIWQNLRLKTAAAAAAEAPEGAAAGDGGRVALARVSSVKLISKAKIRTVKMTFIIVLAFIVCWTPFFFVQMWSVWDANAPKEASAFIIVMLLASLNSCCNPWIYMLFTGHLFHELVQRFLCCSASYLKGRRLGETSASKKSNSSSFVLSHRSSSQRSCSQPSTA
Numbers without * were called inactive.

SMILES	OXTR ag
C[C@H]1CN([C@@H](C)CO)C(=O)Cc2cc(NS(=O)(=O)c3cn(C)cn3)ccc2O[C@@H]1CN(C)C(=O)Nc1ccc(F)cc1	-0.2
C=CCC[C@@H](Cc1ccc(F)cc1)C(=O)OCCNC(=O)[C@@H](CC=C)CC(=O)N(CCO)Cc1ccccc1	-2.2
CCCCN(C(=O)c1cc2c(s1)CCCC2)c1c(N)n(CCC)c(=O)[nH]c1=O	1.6
O=C(COc1ccccc1Br)N1CCN(C(=O)c2cccs2)CC1	0.8
COc1cc(C(=O)OCC(=O)Nc2cc(S(=O)(=O)N3CCOCC3)ccc2C)ccc1OCC(C)C	-1.2
COc1cccc(-n2cnc3sc(-c4ccccc4)cc3c2=O)c1	0.4
Cc1ccc2c(=O)n3c(nc2c1)C(Cc1ccccc1)NC(=O)c1cc(Cl)ccc1-3 (stereo not given)	3.1
COc1ccc(-c2nn(-c3ccccc3)cc2C(=O)NC(=S)N2CCOCC2)cc1OC	1.0
C#CCOCCOCCOCCNc1nc(N2CCN(C(=O)CCCCCCCCCCNC(=O)[C@H]([C@@H](C)CC)n3cc(CCCCN=C(N)N)nn3)CC2)nc(N2CCN(C(=O)CCCCCCCCCCNC(=O)[C@H](CCCCN)n3cc(C[C@@H](C)CC)nn3)CC2)n1	0.2
O=C(CCC(=O)Nc1cccnc1)Nc1cccnc1	0.8
C=CC(COCc1ccccc1)N([C@@H](Cc1ccccc1)C(=O)OC)S(=O)(=O)c1ccccc1Br (stereo not given in full)	5.6
Cc1cc(OCC(=O)OC(C)C(=O)Nc2ccc(N3CCOCC3)cc2)ccc1Cl (stereo not given)	8.2
COc1ccc(CNC(=O)COC(=O)[C@@H]2CCCN2C(=O)c2cccs2)cc1	-0.9
O=C(CCNC(=O)c1ccc(Br)cc1)Nc1cccc(S(=O)(=O)N2CCCC2)c1	-0.8
Cc1ccsc1CN(C)C(=O)c1cc(S(=O)(=O)N2CCOCC2)ccc1N1CCCC1	-1.5
O=C(CC1C[C@H](C(=O)N2CCOCC2)[C@@]2(CCC3CCCC3)c3[nH]c4ccccc4c3CCN2C1=O)NCC12CC3CC(CC(C3)C1)C2 (stereo not given in full)	0.8
CCCN(CC(=O)Nc1ccccc1C)C(=O)CCN1C(=O)c2cccc([N+](=O)[O-])c2C1=O	-0.6
COc1cccc(NC(=O)CN(C)C(=O)c2ccc3c(c2)CC(c2ccccc2)OC3=O)c1 (stereo not given)	5.0
Cc1c(S(=O)(=O)Nc2cccc3ccccc23)c(=O)n(C)c(=O)n1C	1.3
COc1ccc(CNC(=O)c2ccccc2SCC(=O)N2CCCC2)cc1OC	-0.5
Clc1ccccn1	0.8
C/C(=N\NC(=O)c1ccc2c(c1)OCO2)c1ccc(NS(C)(=O)=O)cc1	-0.5
Cc1ccc(C(=O)Nc2ncccc2O)o1	0.6
CCOC(=O)c1c(NC(=O)CN2C(=O)NC3(CCC(C)CC3)C2=O)sc(C(=O)N(C)C)c1C (stereo not given)	-0.3
CCCC(C)NC(=O)CN(Cc1ccco1)S(=O)(=O)c1ccccc1 (stereo not given)	-0.9
COc1cc(-c2nc3ccc(C)cn3c2NCc2ccccc2)ccc1SC1CCCCC1	-0.9
O=C(N[C@@H]1C/C=C\C[C@@H](CC(=O)N(CCO)Cc2ccccc2)C(=O)NCCOC1=O)OCC1c2ccccc2-c2ccccc21	-2.3
O=C(COC(=O)c1cc(Br)ccc1O)Nc1cccnc1Cl	-1.4
Cc1ccc(C)c(Sc2ccc(NC(=O)CCN3C(=O)NC4(CCCC4)C3=O)cc2)c1	4.1
CC(C)(C)OC(=O)N1CCC(NC(=O)c2nc[nH]c2C(=O)NCc2ccccc2)CC1	-0.6
COc1ccc(-c2cn(CCC(=O)O)c(-c3ccncc3)n2)cc1	-0.5
CC1(C)CC2CC(C)(CN2C(=O)COC(=O)c2ccccc2C(F)(F)F)C1 (stereo not given)	-2.7
Cc1ccc(S(=O)(=O)N2CCCCC2)cc1C(=O)OC1CCCCC1=O (stereo not given)	-2.2
O=C(COC(=O)c1ccccc1O)NCC1COc2ccccc2O1 (stereo not given)	1.6
CC(C)NCC(O)c1ccc2ccccc2c1 (stereo not given)	0.0
O=C(C[C@H]1C/C=C/CC[C@H](Cc2ccc(F)cc2)C(=O)O[C@H](c2ccccc2)CNC1=O)NCCO	0.7
Cc1cccc(C)c1NC(=O)CN(C)C(=O)c1cccc(S(=O)(=O)N2CCN(C)CC2)c1	-0.8
CC(OC(=O)/C(C#N)=C/c1ccco1)C(=O)N(C)c1ccccc1 (stereo not given)	0.1
COc1ccc(NC(=O)COC(=O)c2ccc(S(=O)(=O)N3CCCC3)cc2)cc1OC	0.5
Cc1cc(C)c(S(=O)(=O)N2CCN(C(=O)C3CCCO3)CC2)c(C)c1 (stereo not given)	2.0
Cc1ccc(C)c(NC(=O)COC(=O)COc2cccc3c2OC(C)(C)C3)c1	-2.4
Fc1cccc(CCN2CCNC[C@H]2Cc2cccc3ccccc23)c1	5.8
C[C@H](CO)N1C[C@H](C)[C@@H](CN(C)S(=O)(=O)c2ccc(F)cc2)Oc2ccc(NC(=O)CCC(F)(F)F)cc2C1=O	0.7
COc1cc(C)c(CN2CCN(S(=O)(=O)c3ccc(Cl)s3)CC2)cc1OC	0.6
OCCNc1nnc(-c2ccccc2)c(-c2ccccc2)n1	0.1
CC(CNC(=O)CN1C(=O)NC2(CCCCC2)C1=O)c1ccccc1 (stereo not given)	0.0
COc1cc(OC)cc(-c2oc(=O)c3cc(OC)c(OC)cc3c2C(F)(F)F)c1	1.6
C=CC[C@H](CC(=O)N(CCO)Cc1ccccc1)C(=O)N[C@H](COC(=O)[C@H](CC=C)CC(=O)OC(C)(C)C)Cc1c[nH]c2ccccc12	-1.8
Cc1ccc(S(=O)(=O)N2CCOCC2)cc1NC(=O)COC(=O)/C=C/c1ccco1	1.6
CC1CCCCC1NC(=O)CNC(=O)c1cccs1 (stereo not given)	0.4
CCCN(C(=O)c1cccs1)c1c(N)n(Cc2ccccc2)c(=O)[nH]c1=O	1.2
CCc1noc(C)c1C(=O)N(C)CC(=O)Nc1ccccc1C(F)(F)F	-0.5
C[C@@H]1COC(=O)[C@H](Cc2ccc(F)cc2)C/C=C\C[C@@H](CC(=O)NCCO)C(=O)N1	0.9
CCCn1c(N)c(C(=O)CSc2nnc3n2CCCCC3)c(=O)n(C)c1=O	0.7
COc1ccc(NC(=O)N(C)C[C@H]2Oc3ccc(NC(=O)CCN4CCOCC4)cc3C(=O)N([C@H](C)CO)C[C@@H]2C)cc1	1.4
CC(=O)N1CCN(C(=O)COC(=O)COc2ccc(C#N)cc2)CC1	0.2
CC(=O)Nc1cccc(C(=O)OC(C)C(=O)N2CCc3ccccc32)c1 (stereo not given)	0.5
C[C@@H]1COC(=O)[C@H](CC(=O)OC(C)(C)C)C/C=C\C[C@H](CC(=O)N(CCO)Cc2ccccc2)C(=O)N1	0.4
Nc1c(N(Cc2ccco2)C(=O)COc2ccccc2)c(=O)[nH]c(=O)n1Cc1ccccc1	1.1
Cn1c(=O)c2c(nc3n2CC(O)CN3c2ccccc2)n(C)c1=O (stereo not given)	-0.8
Later entries
SMILES	OXTR ag
COc1ccc(NC(=O)N(C)C[C@@H]2Oc3ccc(NC(=O)NC(C)C)cc3CC(=O)N([C@H](C)CO)C[C@@H]2C)cc1	0.8
CCCn1c(NC(=O)CSCC(=O)Nc2cc(C)on2)nc2ccccc21	-1.4
Cc1sc2ncnc(N3CCC(C(=O)NNC(=O)COc4ccc(Br)cc4)CC3)c2c1C	5.7
CCN(CC)S(=O)(=O)c1cc(NC(=O)C2CC(=O)N(Cc3ccccc3)C2)ccc1Cl (stereo not given)	1.4
COC(=O)[C@H](Cc1ccc(O)cc1)NC(=O)Cn1cnc2c(SC)nc(N)nc21	1.4
O=C(CSc1nnc(Cc2ccccc2)o1)c1ccc2c(c1)OCO2	0.0
COc1ccc(C2=NOC(Cn3nc(C(=O)NCc4ccco4)cc3-c3ccccc3)C2)cc1 (stereo not given)	4.2
O=C(NCc1ccccc1F)c1cccc(S(=O)(=O)N2CCCCC2)c1	-0.7
CCOC(=O)c1sc(NC(=O)CSCc2c(C)noc2C)nc1C	-0.9
C[C@@]12C(=O)N(c3cccc(Cl)c3)C(=O)N1[C@@H]1c3ccccc3OC[C@@H]1[C@H]2c1ccccc1	-0.7
Cc1ccc(NS(=O)(=O)c2ccccc2[N+](=O)[O-])cc1S(=O)(=O)N1CCCCC1	2.4
Cc1cc(C)n(CC(=O)NNC(=O)COc2ccc(Br)cc2F)n1	1.4
COc1cccc(/C=C/C(=O)OCC(=O)NCCC2=CCCCC2)c1OC	-1.5
Nc1ccc(Sc2ccccc2Cl)nc1	-0.8
Cc1ccc(C(=O)N/N=C/c2cccc3ccccc23)cn1	-0.6
CC1CCC(NC(=O)CSc2ccc(S(=O)(=O)N(C)C)cn2)CC1 (stereo not given)	0.3
COC(=O)CCCC(=O)OC	0.5
COc1ccc(OC)c(CN2CCN(C(=O)CNC(=O)c3cc(C)cc(C)c3)CC2)c1	-0.5
C[C@@H]1C(=O)OC[C@H]1NC(=O)OCc1ccccc1	0.4
CCOc1ccc(NC(=O)CN(C)C(=O)c2cc(S(=O)(=O)N3CCCCC3)ccc2Cl)cc1OCC	-1.2

Rewritten as a markdown table: 27 of the compounds above
| mol | OXTR ag |
| --- | --- |
| CCCn1c(N)c(C(=O)CSc2nnc3n2CCCCC3)c(=O)n(C)c1=O | 0.7 |
| COc1ccc(NC(=O)N(C)C[C@H]2Oc3ccc(NC(=O)CCN4CCOCC4)cc3C(=O)N([C@H](C)CO)C[C@@H]2C)cc1 | 1.4 |
| CC(=O)N1CCN(C(=O)COC(=O)COc2ccc(C#N)cc2)CC1 | 0.2 |
| CC(=O)Nc1cccc(C(=O)OC(C)C(=O)N2CCc3ccccc32)c1 (stereo not given) | 0.5 |
| C[C@@H]1COC(=O)[C@H](CC(=O)OC(C)(C)C)C/C=C\C[C@H](CC(=O)N(CCO)Cc2ccccc2)C(=O)N1 | 0.4 |
| Nc1c(N(Cc2ccco2)C(=O)COc2ccccc2)c(=O)[nH]c(=O)n1Cc1ccccc1 | 1.1 |
| Cn1c(=O)c2c(nc3n2CC(O)CN3c2ccccc2)n(C)c1=O (stereo not given) | -0.8 |
| COc1ccc(NC(=O)N(C)C[C@@H]2Oc3ccc(NC(=O)NC(C)C)cc3CC(=O)N([C@H](C)CO)C[C@@H]2C)cc1 | 0.8 |
| CCCn1c(NC(=O)CSCC(=O)Nc2cc(C)on2)nc2ccccc21 | -1.4 |
| Cc1sc2ncnc(N3CCC(C(=O)NNC(=O)COc4ccc(Br)cc4)CC3)c2c1C | 5.7 |
| CCN(CC)S(=O)(=O)c1cc(NC(=O)C2CC(=O)N(Cc3ccccc3)C2)ccc1Cl (stereo not given) | 1.4 |
| COC(=O)[C@H](Cc1ccc(O)cc1)NC(=O)Cn1cnc2c(SC)nc(N)nc21 | 1.4 |
| O=C(CSc1nnc(Cc2ccccc2)o1)c1ccc2c(c1)OCO2 | 0.0 |
| COc1ccc(C2=NOC(Cn3nc(C(=O)NCc4ccco4)cc3-c3ccccc3)C2)cc1 (stereo not given) | 4.2 |
| O=C(NCc1ccccc1F)c1cccc(S(=O)(=O)N2CCCCC2)c1 | -0.7 |
| CCOC(=O)c1sc(NC(=O)CSCc2c(C)noc2C)nc1C | -0.9 |
| C[C@@]12C(=O)N(c3cccc(Cl)c3)C(=O)N1[C@@H]1c3ccccc3OC[C@@H]1[C@H]2c1ccccc1 | -0.7 |
| Cc1ccc(NS(=O)(=O)c2ccccc2[N+](=O)[O-])cc1S(=O)(=O)N1CCCCC1 | 2.4 |
| Cc1cc(C)n(CC(=O)NNC(=O)COc2ccc(Br)cc2F)n1 | 1.4 |
| COc1cccc(/C=C/C(=O)OCC(=O)NCCC2=CCCCC2)c1OC | -1.5 |
| Nc1ccc(Sc2ccccc2Cl)nc1 | -0.8 |
| Cc1ccc(C(=O)N/N=C/c2cccc3ccccc23)cn1 | -0.6 |
| CC1CCC(NC(=O)CSc2ccc(S(=O)(=O)N(C)C)cn2)CC1 (stereo not given) | 0.3 |
| COC(=O)CCCC(=O)OC | 0.5 |
| COc1ccc(OC)c(CN2CCN(C(=O)CNC(=O)c3cc(C)cc(C)c3)CC2)c1 | -0.5 |
| C[C@@H]1C(=O)OC[C@H]1NC(=O)OCc1ccccc1 | 0.4 |
| CCOc1ccc(NC(=O)CN(C)C(=O)c2cc(S(=O)(=O)N3CCCCC3)ccc2Cl)cc1OCC | -1.2 |

(list continues)
SMILES	OXTR ag
O=[N+]([O-])c1ccc(F)cc1F	0.2
CC1CCN(C(=O)COC(=O)c2ccc(Cl)nc2)CC1	1.7
COc1cccc(-c2c(-c3cc(OC)cc(OC)c3)n(C)c3ccc(-c4ccc5[nH]ccc5c4)cc23)c1	1.1
O=S(=O)(NCCOc1ccccc1F)c1cccc(Br)c1	-1.5
Cc1cccc(NC(=O)CN2CCN(C(=O)c3cncn3-c3ccc(F)cc3)CC2)c1C	0.1
O=C(c1ccc(Cl)c(S(=O)(=O)N2CCOCC2)c1)N(Cc1nnc(-c2ccccc2Cl)o1)C1CC1	1.6
CN(C)CCSc1nc2cc(S(=O)(=O)N3CCCCC3)ccc2o1	2.7
CCC(C)N(C(=O)COC(=O)c1cc([N+](=O)[O-])ccc1N1CCOCC1)C1CCS(=O)(=O)C1 (stereo not given)	-1.2
CC(C)CN(C(=O)COc1ccc(C(C)(C)C)cc1)C1CCS(=O)(=O)C1 (stereo not given)	0.5
O=C(Cc1cccc(C(F)(F)F)c1)OCC(=O)N1CCN(S(=O)(=O)c2ccc(Cl)cc2)CC1	4.1
O=C(c1cccc(S(=O)(=O)Nc2ccccc2Cl)c1)N1CCC1	0.3
CC(OC(=O)CCC(=O)c1cccs1)C(=O)NC1CCCCC1C (stereo not given)	-0.5

Copied from the listing, two compounds:
SMILES	OXTR ag
O=C(c1cccc(S(=O)(=O)Nc2ccccc2Cl)c1)N1CCC1	0.3
CC(OC(=O)CCC(=O)c1cccs1)C(=O)NC1CCCCC1C (stereo not given)	-0.5

Bioassay records (PubChem)

Not all compounds are listed; rates above refer to the full screens.
